# Tb PFK inh: blocks T. brucei phosphofructokinase; T. brucei PFK, ADP-Glo luminescence; AID 485367; O15648; Potency, µM (series often up to 57.5 µM), for the others: at the top dose activity, negative = inhibition, hits mostly inhibitors; 0.17% of 330,000 active;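 further: potency means the concentration at half of the fitted maximal effect; 0% = uninhibited 1x PFK enzyme wells and -100% = no-enzyme wells; nearly all actives have a fitted effect of over 60% in size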
# Target sequence (O15648 whole entry, looked up): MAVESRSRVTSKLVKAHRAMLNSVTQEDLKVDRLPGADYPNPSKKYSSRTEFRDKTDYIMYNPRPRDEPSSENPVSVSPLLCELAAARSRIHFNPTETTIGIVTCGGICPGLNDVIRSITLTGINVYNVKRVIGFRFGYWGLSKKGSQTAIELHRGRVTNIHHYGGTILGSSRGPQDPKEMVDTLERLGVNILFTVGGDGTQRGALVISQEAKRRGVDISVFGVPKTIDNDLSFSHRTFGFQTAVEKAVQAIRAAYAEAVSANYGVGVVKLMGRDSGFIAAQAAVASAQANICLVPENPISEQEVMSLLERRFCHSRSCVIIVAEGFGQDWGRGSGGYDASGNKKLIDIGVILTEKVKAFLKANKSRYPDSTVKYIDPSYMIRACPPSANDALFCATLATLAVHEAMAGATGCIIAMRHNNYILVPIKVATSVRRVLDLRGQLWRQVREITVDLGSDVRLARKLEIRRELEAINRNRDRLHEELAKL
#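 Compounds were pin-transferred as a titration series up to 57 uM into substrate buffer (0.5 mM F6P, 0.1 mM ATP, pH 8.0), then 1.25 nM PFK was added and reactions ran 45 min before ADP-Glo detection.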
# NPC1 prom act: activates the NPC1 promoter; Potency, µM (doses to about 9.22 µM), inactives show at the top dose activation, most hits filed as activators; 2.4% of 320,000 active; Huh7 NPC1 promoter luciferase reporter, 24 h;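 further: potency means the concentration at half of the fitted maximal effect; % of control where 0% means no effect; nearly all actives have a fitted effect of over 60% in size; reporter is driven by a mutant NPC1 promoter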
#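 Luminescence read-out of NPC1 promoter-driven luciferase in stably transfected Huh7 cells; compounds delivered in DMSO and left 24 h at 37C, 5% CO2, qHTS titration format.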
# uPA surface inh: inhibitors of cell surface uPA generation. cell surface uPA generation assay, qHTS. Potency, µM (series often up to 38.3 µM), inactives show at the highest dose activity change, negative = inhibition, actives largely listed as inhibitors. 0.31% of 330,000 active. AID 540303; active means well fitted inhibition curve with a large enough effect; inconclusive means small, poorly fitted or top-dose-only effect; inactive means no such curve, though single readings can be large or run the other way; tested in mouse RAW 264.7 cells; further: potency means the concentration at half of the fitted maximal effect; on the % scale 0 is the no-effect control and ±100 the full control effect; nearly all actives have a fitted effect of over 55% in size
# Rab9 prom act: Rab9 promoter activation; Huh7 Rab9 promoter-luciferase reporter, luminescence, 24 h; Potency, µM (titrated, usually from 9.22 µM), inactives show top-dose activation, negative = inhibition, most hits filed as activators; 2.8% of 320,000 active; AID 485297; further: potency means the concentration at half of the fitted maximal effect; % of control where 0% means no effect; nearly all actives have a fitted effect of over 60% in size
#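 Measured in stably transfected Huh7 cells bearing a Rab9 promoter–luciferase construct: 24 h compound treatment at 37 °C, followed by luminescence detection.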
# KCNH2 3.1 block: KCNH2 3.1 (human) potassium channel inhibition; U2OS KCNH2 3.1, thallium flux FluxOr; active compounds read low; activity change, % (tested at about 1.8 µM); 0.95% of 340,000 active; AID 720553;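 active means maximum activity change below -70%; inconclusive means maximum activity change from -70% to -50%; inactive means maximum activity change above -50%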;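 further: thallium influx rate constant from kinetic fluorescence after stimulation buffer; on the % scale 0 is the no-effect control and ±100 the full control effect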
#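 Measured as rate of thallium-driven FluxOr signal in transduced U2OS cells carrying the 3.1 channel, read kinetically for 2 min upon stimulation; values are rate constants scaled to DMSO control wells.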
# Giardia kill: kills Giardia lamblia. activity change, % at 7.66 µM, hits read low. Giardia lamblia trophozoite viability. 0.15% of 340,000 active. AID 540267; in the data active means activity change below about -80%; inconclusive means between about -30% and that limit;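 further: parasites exposed to compound for two days anaerobically before the ATP read; on the % scale 0 is the no-effect control and ±100 the full control effect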
#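 Trophozoites 100 cells/well + cpd; 48 hrs, 37 deg C, anaerobic. ATPLite 1-Step added, 15-30 min RT, luminescence read (ATP-based viability).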
# FBPA coupling cs: counter-screen for Giardia aldolase inhibitors: coupling enzyme system | AID 2472 | activity change, negative = inhibition, % at 58.2 µM, hits read low | coupling enzyme system counterscreen, AmpLite Red fluorescence | 0.67% of 290,000 active; in the data active means activity change below about -30%; further: on the % scale 0 is the no-effect control and ±100 the full control effect
#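 Final compound at 57.5 uM, incubated 10 min at RT with coupling enzyme reagent (glyceraldehyde-3-phosphate), then 20 min with substrate and AmpLite Red detection. Fluorescence read at 525/598 nm; tests interference with the coupling assay, not aldolase inhibition.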
# RORg inh: inhibitors of mouse ROR gamma transcriptional activity | P51450 | Drosophila S2 Gal4-RORgamma UAS-luciferase reporter, 20 h | Potency, µM (series often up to 53.6 µM), for inactives: at the top dose activity change, negative = inhibition, most hits filed as inhibitors | 5.4% of 310,000 active; further: potency means the concentration at half of the fitted maximal effect; on the % scale 0 is the no-effect control and ±100 the full control effect; nearly all actives have a fitted effect of over 60% in size
#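 Schneider cells (Drosophila), stable Gal4 DBD–ROR gamma + UAS-luc; 1 hr cmpd preincubation; Cu2+ induction 700 uM final; 20 hr ambient; luminescence.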
# Gal4-VP16 FLuc: counter-screen for ROR gamma inhibitors: Gal4-VP16 reporter | Drosophila S2 Gal4-VP16 UAS-luciferase, luminescence, 20 h | 3.5% of 310,000 active | Potency, µM (top dose mostly 53.6 µM), without a hit: at the highest dose activity, negative = inhibition, hits mostly inhibitors | AID 2546;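 further: Gal4-VP16 expression switched on by copper sulfate through the metallothionein promoter; potency means the concentration at half of the fitted maximal effect; on the % scale 0 is the no-effect control and ±100 the full control effect; nearly all actives have a fitted effect of over 50% in size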
# ELG1 genotoxic: genotoxicity induction in ELG1-luciferase HEK293T cells; Potency, µM (titrated, usually from 46 µM), inactives show top-dose activity change, positive = activation, usual class: activators; HEK293T ELG1-luciferase reporter, luminescence, 16 h; 1.3% of 330,000 active; further: potency means the concentration at half of the fitted maximal effect; % of control where 0% means no effect; nearly all actives have a fitted effect of over 60% in size
#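 16 hr compound incubation (37 °C, 5% CO2) of HEK293T cells carrying luciferase-tagged ELG1; luciferase then measured by ONE-Glo luminescence after 30 min at RT.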
# FLuc counter: firefly luciferase modulation, counter-screen for miR-21 project. AID 588342. purified FLuc, Km substrates, luminescence inhibition. P08659. 6.9% of 360,000 active. Potency, µM (doses to about 57.5 µM), inactives show at the highest dose activity change, negative = inhibition, most hits filed as inhibitors;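 further: potency means the concentration at half of the fitted maximal effect; plate controls were vehicle for no effect and reference inhibitor for full effect; nearly all actives have a fitted effect of over 55% in size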
# Target sequence (P08659 whole entry, looked up): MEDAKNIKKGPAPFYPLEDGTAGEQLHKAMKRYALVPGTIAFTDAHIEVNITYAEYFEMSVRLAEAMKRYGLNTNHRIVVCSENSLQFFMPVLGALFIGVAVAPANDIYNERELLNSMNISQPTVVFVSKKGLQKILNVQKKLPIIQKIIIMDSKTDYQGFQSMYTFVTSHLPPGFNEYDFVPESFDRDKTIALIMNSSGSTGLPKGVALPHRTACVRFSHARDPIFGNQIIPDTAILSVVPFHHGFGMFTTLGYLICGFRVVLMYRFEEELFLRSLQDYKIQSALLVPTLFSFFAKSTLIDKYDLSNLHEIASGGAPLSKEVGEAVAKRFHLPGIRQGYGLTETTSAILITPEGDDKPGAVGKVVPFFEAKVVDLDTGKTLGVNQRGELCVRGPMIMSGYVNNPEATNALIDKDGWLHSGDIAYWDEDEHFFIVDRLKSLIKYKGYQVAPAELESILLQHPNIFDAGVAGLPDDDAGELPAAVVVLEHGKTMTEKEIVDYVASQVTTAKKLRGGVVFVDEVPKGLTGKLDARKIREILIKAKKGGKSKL
#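 Purified P. pyralis luciferase, 10 nM final, with Km-level 10 uM D-luciferin and 10 uM ATP in 50 mM Tris acetate pH 7.5, 10 mM Mg acetate, 0.01% Tween-20, 0.05% BSA; 6-point qHTS titration about 60 µM downward; luminescence read.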
# Starred values were filed as active, the others as inactive; ? = inconclusive; . = not tested or not shown; & = joins results of further samples; [ ] = dose if it differs, or a comment. Unless noted, the call rests on the fitted dose curve; in most records, active means well fitted curve in the direction sought with a large enough effect; inconclusive means small, poorly fitted or top-dose-only effect, or another doubt; inactive means no such curve, though single readings can be large; an effect the other way counts as inactive or inconclusive.
# Preview (four entries):
SMILES,Tb PFK inh,NPC1 prom act,uPA surface inh,Rab9 prom act,KCNH2 3.1 block,Giardia kill,FBPA coupling cs,RORg inh,Gal4-VP16 FLuc,ELG1 genotoxic,FLuc counter
C=CCC1NS(=O)(=O)OC(CCc2ccccc2)C1O (stereo not given),-1%,-2%,15%,0%,-1,-5,0,1%,16%,0%,2%
CC(=O)Nc1cccc([N+](=O)[O-])c1,-12%,2%,-1%,-7%,10,-14,3,-1%,-10%,1%,-3%
CCOc1ccc(NC(=O)c2cccnc2C(=O)O)cc1,0%,9%,.,4%,-14,-1,1,-24%,-19%,8%,?
COc1ccc2oc(C(=O)OCC(=O)Nc3ccc(N4CCOCC4)cc3)c(C)c2c1,-7%,-3%,-4%,-1%,0,-16,.,.,.,22%,-7%

# The list itself, previewed entries included:
SMILES,Tb PFK inh,NPC1 prom act,uPA surface inh,Rab9 prom act,KCNH2 3.1 block,Giardia kill,FBPA coupling cs,RORg inh,Gal4-VP16 FLuc,ELG1 genotoxic,FLuc counter
C=CCC1NS(=O)(=O)OC(CCc2ccccc2)C1O (stereo not given),-1%,-2%,15%,0%,-1,-5,0,1%,16%,0%,2%
CC(=O)Nc1cccc([N+](=O)[O-])c1,-12%,2%,-1%,-7%,10,-14,3,-1%,-10%,1%,-3%
CCOc1ccc(NC(=O)c2cccnc2C(=O)O)cc1,0%,9%,.,4%,-14,-1,1,-24%,-19%,8%,?
COc1ccc2oc(C(=O)OCC(=O)Nc3ccc(N4CCOCC4)cc3)c(C)c2c1,-7%,-3%,-4%,-1%,0,-16,.,.,.,22%,-7%
COC(=O)c1ccsc1NC(=O)CSc1nnnn1Cc1ccccc1,0%,-13%,-4%,-8%,-1,19,5,14%,-7%,-1%,-1%
C/C(O)=C(\C#N)c1nnc2n1CCCCC2,-2%,5%,4%,1%,-5,-6,0,?,4%,4%,-6%
COc1ccc(CNC(=O)CSc2nnnn2-c2ccccc2)cc1,-8%,-4%,-1%,-1%,4,23,1,20%,4%,1%,-4%
COc1cccc(-c2nc(N3CC(C)CC(C)C3)c3ccccc3n2)c1O (stereo not given),0%,-3%,-1%,-3%,0,11,-2,23%,-4%,-9%,-2%
CNC(=O)c1cc(OCC(F)(F)F)ccc1OCC(F)(F)F,-1%,-1%,1%,0%,-19,8,-2,-1%,-1%,-1%,-1%
COCC(=O)Nc1cc(C(=O)NCC(C)C)ccc1Cl,1%,0%,-1%,-4%,-24,28,2,2%,0%,-3%,1%
O=C(NC1CCCCC1)N(Cc1cc2cc3c(cc2[nH]c1=O)OCCO3)CC1CCCO1 (stereo not given),-2%,-1%,-5%,-2%,-14,-3,-1,?,?,5%,-1%
Cc1ccc(C(c2c(C)[nH][nH]c2=O)c2c(C)[nH][nH]c2=O)cc1,?,0%,-3%,-2%,2,17,-13,-3%,-11%,1%,-10%
COc1cc(OC)c(NC(=O)CCNS(=O)(=O)c2cc(Br)cnc2N)cc1Cl,-8%,-2%,-1%,-1%,4,-9,0,?,-7%,-1%,-1%
O=C1CCC/C1=c1\s/c(=C\c2cccnc2)c(=O)n1-c1ccccc1,4%,2%,-8%,4%,17,0,0,-5%,0%,-17%,-1%
COc1ccccc1CNC(=O)C(CC(C)C)NC(=O)C1CCC(C)CC1 (stereo not given),-4%,-1%,-5%,-2%,-5,1,0,-2%,12%,-8%,1%
CC[C@]12c3[nH]c4cc(CCC(=O)N(C)C)ccc4c3CCN1C(=O)[C@@H](CC(=O)NCCCn1ccnc1)C[C@@H]2C(=O)N1CCN(C(=O)C2CC2)CC1,1%,.,-1%,.,-7,19,.,.,.,2%,.
O=C(NC(=S)Nc1ccc(N2CCCCC2)cc1)c1ccco1,0%,1µM*,-21%,1.1µM*,12,-12,-2,7.1µM*,20µM*,?,3.4µM*
N#CC(c1ccc(O)cc1)c1ncc(C(F)(F)F)cc1Cl (stereo not given),-8%,-3%,1%,-4%,2,10,6,-6%,-10%,4%,3%
COc1ccc(-c2cc3ncc(C(C)=O)c(C)n3n2)cc1,1%,2.2µM*,-11%,1.3µM*,3,-5,0,24%,3%,?,?
O=C(c1ccc2c(c1)CCN2S(=O)(=O)c1ccccc1)N1CCN(c2ccccc2F)CC1,0%,-4%,-10%,0%,-9,14,.,26%,4%,-7%,3%&0%
COc1ccc(NC(=O)C2CCN(S(=O)(=O)c3cccnc3)CC2)cc1Cl,1%,-4%,-11%,2%,3,-27,1,13%,-1%,3%,4%
O=C(CSc1nnc(-c2ccncc2)s1)Nc1ccccc1,0%,-1%,0%,5%,-15,15,-7,-4%,2%,-6%,-1%
C=CCn1c(SCC(=O)/C(C#N)=C(\C)N)nc2sc(CC)cc2c1=O,-12%,-2%,0%&-4%,1%,14&-10,-4&11,2,35%,-4%,-6%,-16%
CCCCc1cc(=O)oc2cc(C)cc(OCC(=O)Nc3cccnc3)c12,1%,0%,5%,-2%,-7,1,.,-13%,-9%,3%,3%

# Ordered by the number under Tb PFK inh (ascending): 3 from the list above.
molecule	Tb PFK inh
COc1cc(OC)c(NC(=O)CCNS(=O)(=O)c2cc(Br)cnc2N)cc1Cl	-8%
O=C(CSc1nnc(-c2ccncc2)s1)Nc1ccccc1	0%
COc1ccc(NC(=O)C2CCN(S(=O)(=O)c3cccnc3)CC2)cc1Cl	1%

# The results go on:
SMILES,Tb PFK inh,NPC1 prom act,uPA surface inh,Rab9 prom act,KCNH2 3.1 block,Giardia kill,FBPA coupling cs,RORg inh,Gal4-VP16 FLuc,ELG1 genotoxic,FLuc counter
Cc1ccc2c(=O)oc(N(C)C)nc2c1,2%,0%,4%,-11%,12,11,-1,-8%,3%[10 µM],-5%,-11%
CCCN(CC(=O)Nc1ccc(Cl)cc1Cl)C(=O)CC(NC(C)=O)c1ccccc1 (stereo not given),7%,-2%,-4%,-7%,4,11,.,5%,2%,-1%,1%
C=CCNC(=O)CSc1ncc2c(n1)-c1c(csc1SC)CC2,1%,-8%,10%,-4%,-6,3,-13,-8%,-10%,-9%,1%
O=C(N/N=C/c1ccc(N2CCOCC2)cc1)c1ccccc1OCCOc1ccccc1,2%,5%,-4%,-5%,-11,-14,-1,37%,-21%,-26%,-11%
Cc1ccc2occ(C(c3nnnn3C3CCCC3)N3CCN(C(=O)c4ccco4)CC3)c(=O)c2c1 (stereo not given),1%,-1%,-11%,9%,-3,4,0,-33%,-12%,-7%,-1%
COc1ccc(-n2c(=O)c3c4c(sc3n(CC(=O)NCC3CCCO3)c2=O)CCCC4)c(OC)c1 (stereo not given),-7%,-6%,-1%,0%,-3,-2,1,29%,3%,1%,-1%
CN1CCC(NC(=O)c2ccncc2)CC1,2%,0%,0%,1%,13,-4,4,-5%,-7%,3%,-1%
COc1ccc(C(CNC(=O)c2ccco2)N2CCCCC2)cc1 (stereo not given),-4%,-3%,-2%,2%,7,19,8,26%,-6%,5%,-6%
Cc1ccc(C(=O)Nc2cc(C(C)C)c(O)c(C(C)C)c2)cc1,-4%,1%,7%,0%,-7,1,-1,32%,-7%,-7%,24µM*
S=c1[nH]nc(Cc2ccc(Br)cc2)n1/N=C/c1ccc(Cl)cc1,-16%,1%,.,2%,3,5,1,-37%,1%,0%,?
CC(C)[C@H](NC(=O)c1ccc(Cl)c([N+](=O)[O-])c1)C(=O)O,1%,-3%,3%,-6%,-5,21,4,0%,0%,0%,0%
O=C(CSc1nc(N2CCCCC2)nc(N2CCCCC2)n1)c1ccccc1,-9%,-4%,5%,0%,-28,11,-1,2%,1%,-4%,2%
CC12CCC(=O)N1C(C(=O)NNC(=O)COc1ccccc1F)CS2 (stereo not given),0%,1%,1%,-4%,25,0,.,.,.,1%,1%
O=C(CN1CCN(Cc2ccc(F)cc2Cl)C1=O)NCc1cccs1,1%,3%,0%,3%,6,7,-2,?,-18%,10%,-7%
Nc1nnc(SCc2c(F)cccc2Cl)s1,-2%,-3%,0%,16%,-1,-16,-2,0%,-4%,10%,-4%
COc1ccc2sc(-c3ccc(SC)cc3)c(/C=C/c3ccc(OC)c(OC)c3)c2c1,0%,.,1%,.,3,10,.,.,.,0%,.
COCCn1c(C)cc(C(=O)Cn2nc(C(=O)O)c3ccccc3c2=O)c1C,3%,30%,?,?,-21,-29,3,5.6µM*,?,8.2µM*,1.2µM*

# Compound activity deposited in PubChem by National Center for Advancing Translational Sciences (NCATS).

# Rows were taken by chance. Share with any hit: about 14%.
